HPDE-C7K KRASV12: viability loss of HPDE-C7K cells – cell-based, fluorescence, HTS, primary screen (AID 431) | HPDE-C7K KRASV12 cells, Alamar Blue viability, 48 h; higher % means a stronger effect | one-dose cytotoxicity, % at 10 µM; EC50 in µM for titrated hits | actives 1.7% (n = 63,000);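 active means compounds whose percent cytotoxicity in the single-dose primary screen, scaled between solvent and toxic-drug controls, exceeds 50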;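 further: 0% = DMSO solvent wells and 100% = doxorubicin-treated wells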
Spn PMK inh: inhibitors of Streptococcus pneumoniae phosphomevalonate kinase; purified PMK, PK/LDH-coupled NADH absorbance 340 nm; inhibition, % at 10 µM; actives 0.49% (n = 65,000); AID 539;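 active means top-ranked compounds by inhibition in the single 10 µM screen, taking a fixed number of the strongest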;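 further: 0% = full reaction with DMSO carrier and 100% = background rate without enzyme reaction; no value below 0 was filed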
DPM-DC inhibit: S. pneumoniae DPM-DC inhibition; purified DPM-DC, PK/LDH coupled NADH fluorescence; calls only at 10 µM; actives 0.49% (n = 65,000);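 active means the 320 compounds with the highest percent inhibition in the single-dose primary screen, excluding strongly autofluorescent ones, cut at about 32% in these data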;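 further: kinetic rate of NADH fluorescence loss reporting ADP formed by the decarboxylase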
HPDE-C7 cytotoxicity: HPDE-C7 pancreatic duct cell viability loss – fluorescence, HTS (AID 430); actives 1.8% (n = 63,000); HPDE-C7 pancreatic duct cells viability, fluorescence; higher % means a stronger effect; cytotoxicity, % at 10 µM, or EC50 in µM where a hit was titrated;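 further: cells exposed to compound for 48 hours before viability readout; 0% = vehicle and 100% = reference cytotoxic drug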
HT1080 viability: cytotoxicity in HT1080 fibrosarcoma cells, cell-based, fluorescence readout (AID 620); HT1080 viability, fluorescence; higher % means a stronger effect; cytotoxicity, % at 10 µM, or EC50 in µM where a hit was titrated; actives 0.42% (n = 87,000);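 further: cells exposed to compound overnight then 4 h with Alamar Blue; 0% = vehicle DMSO and 100% = killing control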
Bfl-1 inhibitors: Bfl-1 inhibitors, primary screen, biochemical, fluorescence polarization, FITC-Bid, mouse (AID 432). actives 0.02% (n = 64,000). FITC-Bid BH3 peptide fluorescence polarization displacement; higher % means a stronger effect. displacement, % at 20 µM; hits with a dose series show IC50 in µM; in the data active means a potency from the dose series; inactive means the rest, 99 in 100 with displacement below about 15%; further: strong numbers were not always called active
Spn MK inh: inhibitors of Streptococcus pneumoniae mevalonate kinase | actives 0.48% (n = 65,000) | purified MK, PK/LDH-coupled NADH absorbance 340 nm | inhibition, % at 10 µM | AID 555;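 active means ranked among the strongest by inhibition in the single 10 µM screen, a fixed top-ranked set picked for dose follow-up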; further: no value below 0 was filed
TNAP inhibition: inhibition of tissue-nonspecific alkaline phosphatase – biochemical, luminescent (AID 518); inhibition, % at 20 µM, or IC50 in µM where a hit was titrated; actives 0.09% (n = 64,000); purified TNAP enzyme, luminescent substrate readout; higher % means a stronger effect; in the data active means a potency from the dose series; inactive means the rest, 99 in 100 with inhibition below about 22%;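 further: plate controls were vehicle for no effect and reference inhibitor for full effect; many of its hits are not listed in these tables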
LYP inhibition: LYP phosphatase inhibitors, primary screen, biochemical, DiFMUP fluorescence, recombinant catalytic domain, 10 µM (AID 606); recombinant LYP catalytic domain, DiFMUP fluorescence; higher % means a stronger effect; inhibition, % at 10 µM, or IC50 in µM where a hit was titrated; 52,000 tested, under 10 active;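 active means IC50 under 40 µM in the dose-response test; inactive means IC50 of 40 µM or more, or never dose-tested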
Spn PMK inh pilot replicates: second read-out of Spn PMK inh, no call of its own (marks repeat the call); inhibition, %; measured here: pilot screen replicates
Spn MK inh pilot replicates: recorded beside Spn MK inh, whose call it bears; inhibition, %; measured here: pilot screen replicates
DPM-DC inhibit pilot screen %: recorded beside DPM-DC inhibit, whose call it bears; inhibition, %; measured here: pilot screen trials
The depositor's hits bear a star; i = inactive; x = not tested or not shown. Unless noted, no stated cut-off is given here; in the data, active means cytotoxicity above about 50%; inactive means the rest.

SMILES	HPDE-C7K KRASV12	Spn PMK inh	DPM-DC inhibit	HPDE-C7 cytotoxicity	HT1080 viability	Bfl-1 inhibitors	Spn MK inh	TNAP inhibition	LYP inhibition	others
Cc1sc2nnn(CC(=O)N3CCN(C(=O)c4ccco4)CC3)c(=O)c2c1C	15%	14	i	10%	-6%	-4%	0	3%	-9%
CCOC(=O)c1sc(NC(=O)CSc2nnnn2-c2ccc(C)cc2)c(C(=O)OCC)c1C	x	6	i	x	26%	-4%	0	10%	8%
COc1ccc(CC(=O)Nc2c3c(nn2-c2cccc(Cl)c2)CS(=O)C3)cc1 (stereo unspecified)	16%	15	i	-2%	-6%	-7%	11	15%	9%	Spn PMK inh pilot replicates=2.0;Spn MK inh pilot replicates=1.5;DPM-DC inhibit pilot screen %=0.0
COc1ccc(-c2csc(Cc3nnc(N4CCOCC4)n3-c3ccccc3)n2)cc1	-3%	7	i	-11%	8%	8%	10	-3%	5%
Cc1csc(NC(=O)CSc2nnc(Cn3c(=O)sc4ccccc43)n2-c2ccccc2)n1	-1%	3	i	-8%	2%	-1%	2	14%	10%
O=S(=O)(NCC1CCCO1)c1cccc2nsnc12 (stereo unspecified)	12%	4	i	-2%	-8%	-7%	0	5%	-3%
Cc1nccn1-c1cc(C(C)C)c(C#N)c2nc3ccccc3n12	-11%	0	i	-9%	10%	-6%	36	6%	4%
O=C(c1ccccc1)N1CCCC(C(=O)N2CCCCCC2)C1 (stereo unspecified)	-12%	10	i	-6%	2%	-4%	0	-2%	x
Cc1ccc(SCc2[nH]nc3c2C2(CCSCC2)C(C#N)=C(N)O3)cc1	5%	2	i	8%	x	4%	0	3%	x
Clc1ccc2[nH]c3c(NCC4CCCO4)ncnc3c2c1 (stereo unspecified)	58%*	11	i	49%	3%	6%	2	3%	x
CCCN1C(=O)C(O)(C/C(C)=N/O)c2ccccc21 (stereo unspecified)	-13%	20	i	26%	13%	-3%	0	21%	1%
Cc1ccc(NC(=O)Nc2cccs2)cc1	1%	4	i	-7%	6%	-2%	23	2%	6%
COCCN(CC(=O)NCC1CCCO1)C(=O)CCC(=O)Nc1cc(C)on1 (stereo unspecified)	3%	17	i	-9%	-7%	-12%	12	14%	0%
CC(C)(C)n1ncc2c(=O)n(CC(=O)Nc3ccc(Cl)cc3)cnc21	23%	13	i	8%	-3%	0%	9	8%	9%
Cc1cc(C(F)(F)F)nc(NCc2cccnc2)n1	-14%	0	i	-17%	4%	0%	12	16%	18%	Spn PMK inh pilot replicates=6.5;Spn MK inh pilot replicates=4.0;DPM-DC inhibit pilot screen %=1.5
COCCn1c(C)cc(C(=O)COC(=O)c2n[nH]c3ccccc23)c1C	-8%	12	i	-14%	4%	4%	0	18%	-1%	Spn PMK inh pilot replicates=0.0;Spn MK inh pilot replicates=0.0;DPM-DC inhibit pilot screen %=0.0
O=C(CCS(=O)(=O)c1ccc(Cl)cc1)OCC(=O)N1CCCCC1	-6%	12	i	4%	5%	-7%	4	5%	13%
Cc1occc1-c1nnc(SCC(=O)c2c[nH]c3ccccc23)n1C	0%	0	i	3%	8%	3%	3	9%	x
O=C(O)CCC(=O)Nc1ccc(N2CCOCC2)cc1	-6%	13	i	-6%	10%	-4%	0	3%	4%
O=c1ccc(Oc2nc(N3CCCCC3)nc(N3CCCCC3)n2)n[nH]1	-15%	13	i	-21%	-1%	-1%	2	-2%	5%

At a glance, 4 of the compounds above.
SMILES	HPDE-C7K KRASV12	Spn PMK inh	DPM-DC inhibit	HPDE-C7 cytotoxicity	HT1080 viability	Bfl-1 inhibitors	Spn MK inh	TNAP inhibition	LYP inhibition	others
Cc1ccc(SCc2[nH]nc3c2C2(CCSCC2)C(C#N)=C(N)O3)cc1	5%	2	i	8%	x	4%	0	3%	x
Clc1ccc2[nH]c3c(NCC4CCCO4)ncnc3c2c1 (stereo unspecified)	58%*	11	i	49%	3%	6%	2	3%	x
CCCN1C(=O)C(O)(C/C(C)=N/O)c2ccccc21 (stereo unspecified)	-13%	20	i	26%	13%	-3%	0	21%	1%
Cc1ccc(NC(=O)Nc2cccs2)cc1	1%	4	i	-7%	6%	-2%	23	2%	6%

Next entries.
SMILES	HPDE-C7K KRASV12	Spn PMK inh	DPM-DC inhibit	HPDE-C7 cytotoxicity	HT1080 viability	Bfl-1 inhibitors	Spn MK inh	TNAP inhibition	LYP inhibition	others
Cc1ccc(N2C(=O)C3C(C2=O)C(C(=O)c2ccc(Cl)cc2)N2CCCC32)cc1 (stereo unspecified)	17%	5	i	19%	2%	7%	9	12%	-15%
COc1ccc(-c2noc(-c3cccc(OC)c3OC)n2)cc1OC	-2%	1	i	-2%	7%	-7%	4	8%	-6%
O=C(CCCC(=O)Nc1cccnc1)Nc1cccnc1	-2%	15	i	4%	-3%	10%	9	8%	20%
CCC(C)(C)NC(=O)C(c1cccc(OC)c1)N(C(=O)c1ccn[nH]1)c1cccc(OC)c1 (stereo unspecified)	-7%	21	i	-6%	24%	-5%	9	11%	x
CCCCN(CCCC)CCCNC(=O)CC1Oc2ccc(C)cc2NC1=O (stereo unspecified)	-8%	13	i	-17%	-8%	-4%	6	11%	6%	Spn PMK inh pilot replicates=6.5;Spn MK inh pilot replicates=0.0;DPM-DC inhibit pilot screen %=0.5
Cc1ccc(-c2noc(CN(C(=O)CCN3C(=O)c4ccccc4C3=O)C(C)C)n2)cc1	-8%	5	i	0%	6%	2%	9	3%	6%
Cc1cccc(NC(=O)c2ccc(S(=O)(=O)N3CCCCC3)cc2)n1	3%	10	i	4%	x	3%	0	20%	-2%
CC(C)c1[nH]c(=O)c(C#N)c2c1CSC(C)(C)C2	-2%	2	i	1%	8%	-2%	10	5%	10%
CCOc1ccccc1NC(=O)Cn1nnc(C(=O)Nc2ccc(C)cc2)c1N	5%	12	i	0%	1%	2%	0	13%	10%
Cc1nc2cc(N3CCOCC3)c(NC(=O)C3CC3)cc2c(=O)n1Cc1ccccc1	6%	15	i	0%	0%	-2%	11	15%	x
O=C(NCCc1ccc(F)cc1)N1CCOCC1	-6%	0	i	5%	6%	-6%	3	-12%	19%
CCCCP(=O)(c1ccccn1)c1ccccn1	0%	0	i	-11%	0%	-4%	8	7%	x
CCOC(=O)C1CCCN(c2c(N3CCc4ccccc4C3)c(=O)c2=O)C1 (stereo unspecified)	7%	3	i	-5%	5%	-1%	0	4%	-1%
COc1ccc(OC)c(C(=O)CSc2nnc(-c3cccnc3)n2C)c1	-13%	1	i	-20%	2%	2%	8	9%	-15%
CNC(=O)c1ccc2nc(NC(C)=O)sc2c1	-16%	0	i	-14%	6%	-10%	1	10%	-8%	Spn PMK inh pilot replicates=2.0;Spn MK inh pilot replicates=0.0;DPM-DC inhibit pilot screen %=0.5
CC(C)(CNS(=O)(=O)c1ccc(Cl)cc1)N1CCCCC1	9%	17	i	9%	-2%	-5%	9	14%	9%
Cc1ccc(Cn2c(SCC(=O)Nc3cc(C)on3)nc3ccccc3c2=O)cc1	5%	15	i	-4%	-6%	-1%	6	-3%	3%
CCOc1ccc(OCc2cccc(C(=O)N3CCCC3)c2)cc1	-9%	0	i	5%	7%	3%	4	10%	9%	Spn PMK inh pilot replicates=2.5;Spn MK inh pilot replicates=0.0;DPM-DC inhibit pilot screen %=0.5
CCOP(=O)(c1c(F)c(F)c(F)c(F)c1F)C(O)c1ccccc1 (stereo unspecified)	x	6	i	x	-3%	-1%	10	14%	x
COc1ccc(N2CCN(C(=O)c3ccc4c(c3)OCO4)CC2)cc1	17%	2	i	0%	-4%	-4%	8	10%	-2%
Cn1c(C(=O)N2CCC(C(N)=O)CC2)cc2c(=O)n(C)c3ccccc3c21	5%	10	i	-4%	7%	-2%	5	10%	8%
CS(=O)(=O)c1ccc2nc(NC(=O)c3ccco3)sc2c1	7%	5	i	5%	2%	-8%	0	6%	7%
CCN(CC)S(=O)(=O)c1ccc2oc(C(=O)NCc3ccc(F)cc3)c(C)c2c1	-6%	0	i	-15%	-11%	-4%	6	5%	4%
O=C(NCCC1=CCCCC1)c1ccc2c(=O)n3c(nc2c1)CCCCC3	10%	8	i	5%	0%	5%	3	7%	0%
CC(=O)c1c(C(C)=O)c(C)n(NC(=O)c2ccncc2)c1C	7%	9	i	6%	3%	-7%	0	4%	x
Cn1c(=O)[nH]c(=O)c2c1nc(Br)n2Cc1ccccc1F	-8%	11	i	-9%	3%	-4%	4	15%	7%	Spn PMK inh pilot replicates=0.0;Spn MK inh pilot replicates=0.0;DPM-DC inhibit pilot screen %=0.0
O=C1c2oc3ccccc3c(=O)c2C(c2cccnc2)N1Cc1ccco1 (stereo unspecified)	2%	8	i	-1%	-2%	5%	5	14%	x	Spn PMK inh pilot replicates=0.0;Spn MK inh pilot replicates=0.0;DPM-DC inhibit pilot screen %=0.0
COc1ccc(C)cc1NC(=O)CN1CCN(c2ccccc2F)CC1	0%	0	i	-14%	10%	4%	6	2%	9%
COc1ccc(CNn2c(C)nc3ccccc3c2=O)cc1	2%	9	i	0%	-3%	1%	3	19%	7%
CCOC(=O)CCCNC(=O)CCNC(=O)c1ccc(OC(C)C)cc1	0%	0	i	-3%	-10%	-2%	0	-2%	x
CS(C)(=O)=NS(=O)(=O)c1ccc(Cl)cc1	-8%	12	i	0%	10%	-8%	10	7%	x
COc1cc(OC)c(OC)cc1/C=N/n1c(C)nnc1C	-5%	10	x	-5%	3%	4%	9	-3%	0%
CCOc1cc2[nH]c(=O)n(CCCCC(=O)NC3CCCCCC3)c(=O)c2cc1OCC	3%	5	i	2%	6%	1%	8	5%	-10%
Cc1c(C(=O)NCc2ccc3c(c2)OCO3)oc2ccc(S(=O)(=O)N3CCC(C)CC3)cc12	-9%	7	i	-3%	6%	0%	7	2%	8%
CCCCNC(=O)c1c(O)c2cccc3c2n(c1=O)CCC3	-4%	14	i	-2%	-2%	1%	11	12%	x
CCOc1ccc(-c2csc(NC(=O)C3CCCO3)n2)cc1 (stereo unspecified)	5%	9	i	3%	3%	-2%	11	11%	4%
O=C(O)CSCNC(=O)CC12CC3CC(CC(C3)C1)C2	-3%	14	i	1%	-12%	-1%	5	6%	x
CCOC(=O)N1CCC(NC(=O)c2cc(C(=O)NCc3cccc(Cl)c3)ccc2CO)CC1	-3%	20	i	-12%	31%	0%	7	7%	-4%
CC(C)(C)NC(=O)C1CCN(C(=O)c2ccc(Br)cc2)CC1	-13%	6	i	-24%	-3%	-5%	2	-1%	3%
O=C(NCc1ccc2c(c1)OCO2)c1cc(-c2ccccc2)on1	-9%	3	i	-20%	7%	-3%	5	6%	-6%
O=C(CCS(=O)(=O)c1cccs1)N1CCN(c2ccc(F)cc2)CC1	3%	0	i	-5%	-13%	7%	8	4%	7%
CCCn1c(=O)c2ccccc2n2c(SCC(=O)NCc3cccs3)nnc12	-11%	11	i	-1%	-2%	3%	1	14%	x

Source: PubChem BioAssay
